MITF primary – blocks human microphthalmia-associated transcription factor | AlphaScreen MITF homodimerization, bead proximity signal | O75030 | inhibition, % at 2.6 µM | 650,000 compounds, 0.91% hits; in the data active = inhibition above about 50%;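 also: 0% = vehicle wells with protein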
Target sequence (O75030 whole entry, looked up): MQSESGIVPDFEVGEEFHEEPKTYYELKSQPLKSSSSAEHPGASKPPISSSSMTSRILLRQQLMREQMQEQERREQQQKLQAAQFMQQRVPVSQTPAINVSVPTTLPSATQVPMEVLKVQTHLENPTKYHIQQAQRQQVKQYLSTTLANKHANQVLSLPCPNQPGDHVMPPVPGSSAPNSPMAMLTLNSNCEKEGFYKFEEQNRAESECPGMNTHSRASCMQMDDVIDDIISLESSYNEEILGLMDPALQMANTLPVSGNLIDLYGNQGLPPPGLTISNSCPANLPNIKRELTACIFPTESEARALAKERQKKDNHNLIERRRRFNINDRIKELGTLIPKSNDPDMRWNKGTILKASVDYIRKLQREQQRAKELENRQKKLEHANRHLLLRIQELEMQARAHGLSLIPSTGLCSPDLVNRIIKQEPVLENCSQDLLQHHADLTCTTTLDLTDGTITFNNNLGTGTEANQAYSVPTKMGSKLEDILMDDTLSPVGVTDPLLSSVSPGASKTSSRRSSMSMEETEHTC
TEAD-YAP inh – TEAD-YAP interaction inhibition. inhibition, % at 9.12 µM. HEK-TIYL cells, TEAD-Gal4/YAP UAS-luciferase luminescence. AID 1259422. 640,000 compounds, 1.4% hits; in the data active = inhibition above about 32%;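 also: 0% = median of test compound wells and 100% = reference inhibitor wells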
GPR151 ag – activators of human GPR151 | 650,000 compounds, 1% hits | PathHunter beta-arrestin GPR151 cells, luminescence | activation, % at 11.2 µM | AID 1508602 | Q8TDV0; in the data active = activation above about 4.9%;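 also: 0% = median of compound wells and 100% = cells with positive control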
Target sequence (Q8TDV0 whole entry, looked up): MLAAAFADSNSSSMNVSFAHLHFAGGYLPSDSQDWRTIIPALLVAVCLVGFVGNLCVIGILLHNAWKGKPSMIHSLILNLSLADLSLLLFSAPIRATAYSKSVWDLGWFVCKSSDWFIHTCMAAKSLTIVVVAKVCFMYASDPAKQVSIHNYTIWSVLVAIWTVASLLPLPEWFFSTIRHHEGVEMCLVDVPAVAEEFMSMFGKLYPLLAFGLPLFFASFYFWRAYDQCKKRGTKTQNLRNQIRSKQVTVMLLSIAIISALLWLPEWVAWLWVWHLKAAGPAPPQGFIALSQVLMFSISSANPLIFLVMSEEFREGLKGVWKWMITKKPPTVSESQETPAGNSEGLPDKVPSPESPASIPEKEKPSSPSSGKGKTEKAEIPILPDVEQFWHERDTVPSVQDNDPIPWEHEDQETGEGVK
FBW7 act – activators of human E3 ligase FBW7; Q969H0; AID 1259310; AlphaScreen FBW7–phospho-cyclin E peptide binding, activator screen; normalized activity (activation), % at 26.1 µM; 650,000 compounds, 0.13% hits; in the data active = normalized activity above about 1.9%;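 also: purified mutant Fbw7 with reduced substrate affinity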
The depositor's hits bear a star.

SMILES	MITF primary	TEAD-YAP inh	GPR151 ag	FBW7 act
COc1ccc(NC(=O)C2CC(=O)N(C3CCCCC3)C2)cc1 (stereo not drawn)	1	7	0.6	0.0
CN(Cc1ccccc1)C(=O)c1nc2ccccn2c1CNC1CCCC1	5	0	0.1	0.1
CC(=O)NNC(=O)c1ccc([N+](=O)[O-])cc1	12	10	-0.7	0.5
Cc1ccc([N+](=O)[O-])cc1NC(=O)CCCN1C(=O)CCC1=O	-3	6	1.0	0.1
CCn1c(/C(C#N)=C/c2ccc(Cl)cc2)nc2ccccc21	12	11	-0.1	-0.1
Cc1ccc(OCC(=O)N2CCCCC2)cc1C	7	-52	1.3	0.0
COc1ccc(C)cc1-c1n[nH]c(=S)n1N	-5	-5	-0.2	-0.2
CC1CC(=O)C2=C(C1)OC(N)=C(C#N)C2c1ccc(C(F)(F)F)cc1 (stereo not drawn)	12	-9	-1.2	0.6
CCOCCCNC(=O)c1ccccc1I	-6	-5	4.8	0.0
COc1cccc(-n2c(=O)c3c(n4c(SCCC(C)C)nnc24)-c2ccccc2CC32CCCCC2)c1	-9	0	1.0	-0.1
O=C(O)[C@H]1CCCC[C@H]1C(=O)Nc1ccc(S(=O)(=O)N2CCCC2)cc1	-4	-2	0.0	0.1
CCCn1c(=O)c2c(nc3n(-c4cccc(OC)c4)c(C)c(C)n23)n(C)c1=O	10	1	3.6	0.1
COc1ccc(C2CC(C(F)(F)F)n3nc(C(=O)NC(C)C)c(Cl)c3N2)cc1 (stereo not drawn)	-2	-12	0.6	0.1
O=C(Nc1cc(S(=O)(=O)N2CCCCC2)ccc1Cl)c1cc(=O)c2ccccc2o1	7	11	-1.1	-0.1
CCC(Sc1nncn1C)C(=O)Nc1ccc(S(N)(=O)=O)cc1 (stereo not drawn)	7	17	1.1	0.0
COc1ccccc1CNC(=O)Cn1c2ccccc2c2cn[nH]c(=O)c21	10	7	-0.5	0.0
Nc1cc(I)cc(C2=NCCN2)c1	13	7	1.2	-0.2
Cn1c(Nc2ccc(N3CCC(C(=O)NC4CC4)CC3)nn2)nc2ccccc21	47	8	-2.1	-0.2
c1ccc(-c2csc(N3CCN(c4ncccn4)CC3)n2)cc1	20	-50	0.0	0.6
CN1C(=O)C2(c3ccccc31)C(C(=O)NCc1ccccc1Cl)CC1CCCN12 (stereo not drawn)	5	7	-1.4	0.4
Cc1ccnc(Nc2ccc(N3CCN(C(=O)Nc4ccccc4Cl)CC3)nn2)c1	8	8	1.0	-0.9
CC(C)n1c(N2CCCC2CO)nc2c(NC3CCN(Cc4ccccc4)CC3)ncnc21 (stereo not drawn)	-7	-2	0.7	-0.1
CCn1cc(C(=O)NCc2ccccc2OC)c(=O)c2cc(S(=O)(=O)N(C)C)ccc21	15	-16	-0.2	0.3
CCOC(=O)c1ccc(Oc2cc(C)nc(SC)n2)cc1	2	19	-0.8	0.8
N#CCCN1CCC2(C1)c1[nH]c3ccccc3c1CCN2C=O (stereo not drawn)	-3	0	0.4	-0.6
CCC(CO)Nc1cc(N2CCCC2)ccc1[N+](=O)[O-] (stereo not drawn)	12	28	-0.3	-0.4
O=C1CN(NC(=O)NC2CCCCC2)C(=O)N1	11	-4	-0.2	0.1
COc1cc(N2CCN(S(=O)(=O)c3ccc4cccc5c4c3CC5)CC2)nc(C)n1	26	1	-1.5	0.1
CCc1nc(SCC(=O)NC(C)(C)C)c2ccccc2n1	20	-10	-0.9	0.1
Cc1ccc2cc(CN(CCO)Cc3nnnn3CCc3ccccc3)c(=O)[nH]c2c1	-1	4	0.0	-0.1
COc1ccc(COC(=O)NNC(=O)c2ccc(OC)cc2)cc1	15	9	-1.1	-0.1
Cc1nn(CC(=O)OCc2nnc(-c3ccc([N+](=O)[O-])cc3)o2)c(C)c1[N+](=O)[O-]	-10	2	-0.4	-0.1
COCc1ccc([C@@H]2C[C@H]3CN(Cc4cccc(OC)c4)C(=O)[C@]34CCCN24)o1	12	13	-1.7	0.9
COc1cc(C(=O)Oc2ccccc2Cl)cc(OC)c1OC	3	0	0.8	-0.5
O=C(Nc1cccc(OC(=O)c2cc(S(=O)(=O)N3CCOCC3)ccc2Cl)c1)c1ccco1	8	12	-0.5	0.0
O=C(CCn1c(=O)[nH]c2ccccc21)NCC1Cc2cc(Cl)cc(-c3ncccn3)c2O1 (stereo not drawn)	-4	-6	-0.8	0.0

An excerpt of these results, bar-delimited.
canonical_smiles | MITF primary | TEAD-YAP inh | GPR151 ag | FBW7 act
CCC(CO)Nc1cc(N2CCCC2)ccc1[N+](=O)[O-] (stereo not drawn) | 12 | 28 | -0.3 | -0.4
O=C1CN(NC(=O)NC2CCCCC2)C(=O)N1 | 11 | -4 | -0.2 | 0.1
COc1cc(N2CCN(S(=O)(=O)c3ccc4cccc5c4c3CC5)CC2)nc(C)n1 | 26 | 1 | -1.5 | 0.1
CCc1nc(SCC(=O)NC(C)(C)C)c2ccccc2n1 | 20 | -10 | -0.9 | 0.1

Further records.
SMILES	MITF primary	TEAD-YAP inh	GPR151 ag	FBW7 act
Cc1cccc(-n2c(O)c(C=NCCC3=CCCCC3)c(=O)[nH]c2=O)c1	8	3	0.3	0.0
Cc1ccc(C(C)C)c(OCC(=O)N/N=C\c2cc(O)ccc2[N+](=O)[O-])c1	2	11	0.1	0.0
CC1(C)C2([N+](=O)[O-])CN3CC1([N+](=O)[O-])CN(C2)C3c1ccccc1F (stereo not drawn)	15	-1	2.5	-0.1
COc1cccc(NC(=O)CSc2ncnc3c2nnn3Cc2ccc(F)cc2)c1	4	4	0.4	0.0
COc1ccccc1N=C(C)C1=C(O)CC(c2ccccc2)CC1=O (stereo not drawn)	4	20	2.7	0.0
Cc1[nH]nc2c1C(c1ccccc1F)NC2=O (stereo not drawn)	10	-8	0.2	-0.1
COc1cc2ncc(C#N)c(N3CCC(C(=O)NCc4ccccc4Cl)CC3)c2cc1OC	-12	23	-0.5	0.0
COc1ccc(NC(=O)CSc2cn(Cc3ccc(F)cc3)c3ccccc23)c(OC)c1	-3	-8	1.2	-0.1
CCNc1nc(C(=O)NCc2cccnc2)cs1	-1	-9	-0.7	0.0
O=c1c2nnn(-c3cccc(Cl)c3)c2ncn1C/C=C/c1ccccc1	13	17	0.7	0.0
O=C(CCC(=O)Nc1ccc(F)cc1)N/N=C/c1c(O)ccc2ccccc12	11	26	-0.9	0.3
CC(=O)Nc1ccc(-c2csc(-c3ccccc3)n2)cc1	10	-56	1.9	0.1
CCOc1ccccc1NC(=O)CC(C)S(=O)(=O)c1ccc2c(c1)OCC(=O)N2 (stereo not drawn)	-4	3	-0.1	-0.1
CCn1cc(C(=O)O)c(=O)c2cc(F)c(N3CCN(C(=S)NC(=O)c4ccc(Cl)cc4Cl)CC3)cc21	45	11	0.4	0.0
Cc1cccc(NC(=O)CSc2nc3ccc(N4C(=O)C5C6C=CC(C6)C5C4=O)cc3s2)c1C (stereo not drawn)	11	18	0.3	-0.1
CON(S(=O)(=O)c1ccccc1)S(=O)(=O)c1ccccc1	12	2	1.0	0.0
COCCCN1C(=O)C(=O)/C(=C(\O)c2ccc(C)cc2)C1c1ccc(C(C)C)cc1 (stereo not drawn)	-7	-10	0.3	0.0
CCOC(=O)C1(CCOC)CCN(Cc2ccc3cc(Cl)ccc3n2)CC1	-6	-13	0.9	0.0
CC(=O)c1cccc(-c2nc(C(=O)NCCN3CCOCC3)cs2)c1	1	2	-0.2	-0.2
O=C(CSc1nc2c(sc(=S)n2Cc2ccco2)c(=O)n1-c1ccc(F)cc1)c1ccccc1	18	6	-1.3	0.1
CCC/S(CC1CC1(Cl)Cl)=N\S(=O)(=O)c1ccc(C)cc1 (stereo not drawn)	9	12	-0.5	0.0
CCOC(=O)c1c(NC(=O)c2cccc([N+](=O)[O-])c2C)sc(C(C)=O)c1C	0	12	3.2	-0.1
COc1ccc(-c2csc3ncn(CC(=O)Nc4ccccc4Cl)c(=O)c23)cc1	2	4	-0.1	0.0
CCOc1cc2c(cc1OCC)C(c1ccc(C(C)C)cc1)NCC2 (stereo not drawn)	-2	-6	-0.1	0.0
OCC1(CC2CCCCO2)CCN(Cc2cn[nH]c2C2CCCCC2)CC1 (stereo not drawn)	12	-1	2.6	0.3
O=C(CSc1ccc(Br)cc1)Nc1ccc(Oc2ccc3c(c2)C(=O)N(c2ccccc2C(F)(F)F)C3=O)cc1	-8	-14	-1.5	0.1
CCc1nc2sc3c(c2c2n[nH]c(=S)n12)CCCC3	33	10	1.3	-0.2
O=c1c2ccccc2nc(SCc2ccc(Cl)cc2)n1Cc1ccc2c(c1)OCO2	-3	-5	-0.1	0.0
O=C(O)c1ccc(OCC(F)(F)C(F)F)c([N+](=O)[O-])c1	5	4	1.4	0.0
O=C1NCCN(CCc2ccccc2)C1CC(=O)N1CCCCO1 (stereo not drawn)	0	0	-0.8	0.0
CN(c1ncnc2c1c(-c1ccccc1)cn2-c1ccc(F)cc1)C1CCCCC1	1	-7	0.0	0.7
COCC(C)NC(=O)/C=C/c1cccc([N+](=O)[O-])c1 (stereo not drawn)	16	-12	-0.6	0.2
CCCCNC(=O)NS(=O)(=O)c1ccc(NC(=O)C(NC(N)=O)C(C)CC)cc1 (stereo not drawn)	5	1	0.0	0.0
CN(C)CCCN1CC23C=CC(O2)C(C(=O)O)C3C1=O (stereo not drawn)	-21	2	-1.1	-0.1
O=C(NCCCN1CCOCC1)c1cc2c(Cl)nc3ccccc3c2s1	-1	-14	1.2	0.2
COc1ccc(COC(=O)NNC(=O)c2cccc([N+](=O)[O-])c2)cc1	-4	3	0.2	-0.1

Next part, starting with the last 3 of the part before.
SMILES	MITF primary	TEAD-YAP inh	GPR151 ag	FBW7 act
CN(C)CCCN1CC23C=CC(O2)C(C(=O)O)C3C1=O (stereo not drawn)	-21	2	-1.1	-0.1
O=C(NCCCN1CCOCC1)c1cc2c(Cl)nc3ccccc3c2s1	-1	-14	1.2	0.2
COc1ccc(COC(=O)NNC(=O)c2cccc([N+](=O)[O-])c2)cc1	-4	3	0.2	-0.1
CCOc1cccc(-c2cc(C(=O)Nc3sc(C(=O)OC)c(C)c3C(=O)OC)c3ccccc3n2)c1	-5	-9	1.9	-0.2
CC(C)c1c(O)nc(SCC(=O)NCc2ccco2)n(-c2ccccc2)c1=O	-3	8	3.7	0.1
COC(=O)c1ccc(/C=N/NC(=O)C(=O)Nc2ccc(C)c(C)c2)cc1	-4	-11	0.0	0.0
COc1cccc([C@@H](C)NC(=O)c2c[nH]c3cc(-c4cn[nH]c4)ccc23)c1	21	-3	1.5	1.2
COc1ccc(Cn2c(CCC(=O)Nc3ccc4c(c3)OCCO4)nc3cccnc32)cc1	4	5	0.9	-0.2
N=C1S/C(=C\c2ccc(-c3ccc4c(c3)COC4=O)o2)C(=O)N1c1nccs1	12	4	0.0	0.2
Cc1ccc(NC=C2C(=O)OC(C)(C)OC2=O)cc1Cl	12	0	2.9	1.4
Cc1ccc(N(Cc2ccc(C(=O)O)cc2)S(C)(=O)=O)cc1C	10	-6	-1.4	0.2
COc1ccc(NS(=O)(=O)c2ccc(SC)cc2)cc1OC	-11	44*	0.2	0.0
O=C(Cc1ccc([N+](=O)[O-])cc1)OCC(=O)c1ccc2ccccc2c1	20	46*	1.1	-0.1
CCOC(CNC(=O)c1ccc2c(c1)nc(C)n2-c1cc(C)ccc1OC)OCC	-2	-3	1.1	-0.2
CCCCCOc1cccc(C(=O)Nc2ccc3c(c2)C(=O)NC3=O)c1	9	2	-1.7	0.1

One compound at a time, as listed above. Screens in order: MITF primary | TEAD-YAP inh | GPR151 ag | FBW7 act
COC(=O)c1ccc(/C=N/NC(=O)C(=O)Nc2ccc(C)c(C)c2)cc1 reads -4 | -11 | 0.0 | 0.0
CCOc1cccc(-c2cc(C(=O)Nc3sc(C(=O)OC)c(C)c3C(=O)OC)c3ccccc3n2)c1 reads -5 | -9 | 1.9 | -0.2
O=C(Cc1ccc([N+](=O)[O-])cc1)OCC(=O)c1ccc2ccccc2c1 reads 20 | 46* | 1.1 | -0.1
CCOC(CNC(=O)c1ccc2c(c1)nc(C)n2-c1cc(C)ccc1OC)OCC reads -2 | -3 | 1.1 | -0.2
CCCCCOc1cccc(C(=O)Nc2ccc3c(c2)C(=O)NC3=O)c1 reads 9 | 2 | -1.7 | 0.1

Going on with the list.
SMILES	MITF primary	TEAD-YAP inh	GPR151 ag	FBW7 act
COC(=O)Cn1c(=NC(=O)CN2C(=O)c3ccccc3C2=O)sc2cc(C)ccc21	-10	13	1.6	1.1
Cc1cccc(C)c1NC(=O)Cn1c(-c2cncs2)nc2ccccc21	-2	-18	-0.4	0.1
Nc1cc(=O)nc(SCC(=O)Nc2ccccc2)n1-c1ccccc1	0	-3	0.4	-0.1
COc1ccc(C(=O)N(C(=O)N2CCCCC2)c2ccc(Cl)cc2)cc1	-5	8	-0.4	-0.1
O=C(NC1CCCC1)c1ccc2ncsc2c1	-6	-17	1.0	-0.1
COc1cncc(-c2ccc3c(-c4cccc(NS(C)(=O)=O)c4)[nH]nc3n2)c1	21	-9	-0.1	-0.1
N#C/C(=C/c1c(F)cccc1Cl)C(N)=S	-12	13	-0.4	-0.1
CCn1c(=O)n(CC(=O)Nc2nc3ccccc3s2)c(=O)c2ccccc21	21	16	1.6	-0.1
CCC(Sc1nncn1C)C(=O)Nc1ccc([N+](=O)[O-])cc1 (stereo not drawn)	-2	6	0.7	-0.1
CCC(=O)Nc1nc(-c2ccc(Cl)cc2)cs1	13	-26	0.3	0.5
O=C(/C=C/c1ccc(Cl)cc1)NNC(=O)CCN1CCN(Cc2ccccc2)CC1	1	-16	1.1	-0.1
O=C1Nc2c(S(=O)(=O)N3CCCCC3)cc(S(=O)(=O)N3CCCCC3)c3cccc1c23	12	-9	1.6	-0.1
Cc1ccc(S(=O)(=O)c2nc(N(CCO)CCO)sc2Cl)cc1	3	0	0.1	-0.1
CCCOC(=O)c1ccc(NC(=S)NC(=O)c2cccc(Cl)c2)cc1	-1	5	-1.3	-0.1

High-throughput results as filed in PubChem.
